# Abs 340nm: compounds absorbing at 340 nm. compound absorbance at 340 nm, fold over control. 65,000 tested, under 10 active. fold change at 10 µM. AID 708;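 active = at 10 µM dose, initial 340 nm absorbance at least 2 fold that of control wells; inactive = change under 2 fold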;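 also: initial absorbance extrapolated from kinetic A340 decline of NADH oxidation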
# 5HT1a antag: blocks the human serotonin 5-HT1a receptor; 0.68% of 62,000 active; P08908; CHO 5-HT1a Ga15 NFAT-bla reporter, antagonist mode; inhibition, % at 10 µM;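 active = inhibition above the mean of all tested compounds plus 3 SD, cut at about 43% in these data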;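 also: receptor stimulated by 5-CT agonist at 100 nM near EC80; beta-lactamase reporter measured by ratiometric fluorescence of a cleavable substrate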
# Target sequence (P08908 whole entry, looked up): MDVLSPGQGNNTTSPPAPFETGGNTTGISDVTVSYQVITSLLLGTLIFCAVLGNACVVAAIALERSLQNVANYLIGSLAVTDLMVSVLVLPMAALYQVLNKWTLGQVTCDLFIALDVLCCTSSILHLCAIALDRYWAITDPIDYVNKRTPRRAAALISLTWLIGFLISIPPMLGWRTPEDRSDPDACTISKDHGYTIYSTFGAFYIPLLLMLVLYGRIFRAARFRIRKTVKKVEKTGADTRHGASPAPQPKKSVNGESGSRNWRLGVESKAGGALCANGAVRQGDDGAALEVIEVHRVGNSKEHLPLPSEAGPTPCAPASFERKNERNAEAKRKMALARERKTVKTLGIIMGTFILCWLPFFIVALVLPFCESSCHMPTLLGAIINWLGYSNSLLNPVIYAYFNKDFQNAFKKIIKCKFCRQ
# 5HT1E antag: blocks the human 5-HT1E serotonin receptor | CHO 5-HT1E Ga15 NFAT-bla reporter, FRET, antagonist | inhibition, % at 6 µM | 0.99% of 65,000 active | AID 571;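 active = inhibition above a set limit, the mean inhibition across every tested compound plus 3 SD, cut at about 29% in these data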;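 also: signal is the 460 over 535 nm emission ratio of beta-lactamase substrate; 0% = agonist plus DMSO wells and 100% = wells without agonist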
# S1P3 agonist: agonists of human S1P3 receptor. Q99500. S1P3 NFAT-BLA reporter cells, agonism, FRET ratio; relative to 1 µM S1P, basal subtracted. activation, % at 4.5 µM. 0.1% of 60,000 active;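 active = activation above the screen-wide mean plus 3 SD, cut at about 4.5% in these data, passing the limit was not always enough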; also: some compounds called inactive have numbers as strong as hits
# Target sequence (Q99500 whole entry, looked up): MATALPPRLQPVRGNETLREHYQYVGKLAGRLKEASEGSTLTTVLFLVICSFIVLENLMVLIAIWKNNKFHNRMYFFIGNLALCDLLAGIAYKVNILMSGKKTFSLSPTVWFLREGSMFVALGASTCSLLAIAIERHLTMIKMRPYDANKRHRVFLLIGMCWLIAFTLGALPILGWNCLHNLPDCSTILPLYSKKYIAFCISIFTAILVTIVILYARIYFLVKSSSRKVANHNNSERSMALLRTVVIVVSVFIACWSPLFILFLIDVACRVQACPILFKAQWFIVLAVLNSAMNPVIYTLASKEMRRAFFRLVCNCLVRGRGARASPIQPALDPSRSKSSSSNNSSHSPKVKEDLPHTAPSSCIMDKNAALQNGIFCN
#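 Measure – % activation relative to 1 µM S1P (100%), per plate · System – stable CHO line with human S1P3, Gα16, NFAT-BLA reporter · Timing – cells plated overnight, compound 4 h 37 °C, substrate 2 h RT · Technique – fluorescent BLA substrate, ex 405 nm, em 460/535 nm ratio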
# HER2 expr 66K: inhibitors of human Her2 kinase expression; P04626; SKBR-3 HER2 protein level, AlphaScreen, 18-24 h; active compounds read low; HER2 level % of control, % at 10 µM; 0.69% of 65,000 active; AID 645;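 active = HER2 level under 5% of the carrier-only control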;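 also: 100% = DMSO carrier and 0% = 500 nM PU-H71 HSP90 inhibitor; lower value means stronger loss of Her2 protein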
# MMP-13 inhibitor: MMP13 (human) collagenase inhibition; P45452; AID 570; MMP-13 fTHP FRET cleavage, Mca fluorescence; 0.07% of 65,000 active; inhibition, % at 4 µM;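 active = inhibition above the mean of compound-free control plate wells plus 3 SD, cut at about 14% in these data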;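 also: 0% = DMSO wells and 100% = wells with reference MMP-13 inhibitor after basal subtraction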
# S1P1 ag pot: agonists and agonism potentiators of human S1P1 receptor. P21453. S1P1 CRE-bla cells, forskolin, beta-lactamase FRET, potentiator mode; S1P1 agonist co-added at EC20, 2 nM; 100% = saturating reference agonist, 0% = basal. activation, % at 9.5 µM. 0.57% of 56,000 active. AID 449;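 active = activation above a cutoff set at the mean activation of all tested compounds plus 3 SD, cut at about 54% in these data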;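 also: forskolin at 4 µM as EC80 and the EC20 agonist is SEW2871; 100% = SEW2871 at its EC100 plus forskolin at EC80; some compounds past the cut are filed as inactive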
# HTR1E agonist: agonists of human 5-HT1E serotonin receptor. P28566. CHO 5-HT1E Ga15 NFAT-bla reporter, FRET; 0% DMSO wells, 100% control agonist wells. activation, % at 6 µM. 0.69% of 65,000 active;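 active = activation above a set limit, the screen-wide mean activation plus 3 SD, cut at about 8.5% in these data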;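 also: 100% = positive control agonist at 1 µM giving full maximal response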
# Autofluor 339: intrinsic fluorescence of library compounds, ex339/em460 – biochemical, MLSMR library, data from DPM-DC assay, artefact control, profiling panel | compound autofluorescence, ex339/em460 nm, NADH buffer; active compounds read high; 1 = no-compound wells, NADH background | fluorescence fold increase at 10 µM | 5.5% of 65,000 active | AID 709;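 active = at 10 µM, mean starting fluorescence two-fold or more over control wells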;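 also: signal is the first read of a kinetic run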
# Numbers without * were called inactive; nt = no result given. Not a hit list. About 8.5% of those tested had a hit in this group.
Abs 340nm,5HT1a antag,5HT1E antag,S1P3 agonist,HER2 expr 66K,MMP-13 inhibitor,S1P1 ag pot,HTR1E agonist,Autofluor 339,Compound
1,8,-4,nt,115,2,nt,0.1,1.1,CCn1cc(C2=NCC(C)O2)c2ccccc21 (configuration not stated)
1,7,-8,-2.0,67,0,-4,-0.7,1.1,CCN1C(=O)C(Cc2nc3ccccc3c(=O)n2C)c2ccccc21 (configuration not stated)
1,4,-1,-0.6,107,-1,-27,-0.2,1.1,CC(NC(=O)Nc1ccccc1C(F)(F)F)C1CCCO1 (configuration not stated)
1.1,3,3,-1.2,79,-7,-11,-0.1,1.1,Cc1oc(/N=C/c2ccc3c(c2)OCO3)c(C#N)c1C
1,5,-2,-0.9,84,5,nt,0.2,1.2,c1ccc(-c2n[nH]c(-c3ccccn3)n2)nc1
1,-7,-9,-0.7,80,3,-10,0.3,1.1,CSc1nnc(-c2ccccc2)n1C
1.1,-1,-4,-1.4,75,-2,-5,0.1,0.99,COc1cc(C2C(C(=O)c3ccc(C)o3)=C(O)C(=O)N2c2cc(C)on2)cc(Br)c1O (configuration not stated)
1,14,-8,-0.6,102,6,-1,0.1,1.1,COc1ccccc1-n1cnnc1SCC(=O)Nc1cc(C(C)(C)C)nn1-c1ccccc1
1,-2,-13,1.3,95,0,-23,0.4,1.1,COc1ccc(NC(=O)c2cccnc2)c(OC)c1
1,31,-1,-0.7,104,7,52,1.5,1.1,Cc1ccc(Cn2ncc3c(N4CCN(c5ccccc5C)CC4)ncnc32)cc1
1,7,-7,-1.4,89,-1,-14,0.9,1.1,CCOC(=O)Cn1nnnc1C(CC)N(Cc1cccs1)Cc1cc2cc(C)ccc2[nH]c1=O (configuration not stated)
1,8,-9,-1.0,121,1,-4,-0.4,0.96,CCOC(=O)C(C(C)=O)=C1SC2CS(=O)(=O)CC2S1 (configuration not stated)
1,18,17,0.5,100,4,-18,-1.1,1.1,CCn1c(=O)cc(OCC(=O)N2CCc3ccccc32)c2ccccc21
0.98,15,13,-0.5,152,2,0,-0.4,1,CCOC(=O)C(C)n1cnc2c(nnn2Cc2ccc(C)cc2)c1=O (configuration not stated)
0.99,4,-2,-0.3,83,4,-20,-0.1,1.1,CC12CC(c3ccccc3O1)N(C(=O)c1ccco1)C(=O)N2c1ccccc1 (configuration not stated)

Abs 340nm,5HT1a antag,5HT1E antag,S1P3 agonist,HER2 expr 66K,MMP-13 inhibitor,S1P1 ag pot,HTR1E agonist,Autofluor 339,Compound
0.97,-11,1,0.7,95,-1,-10,0.7,1.1,COc1ccc(Cl)c(Cn2c(NCCCO)nc3c2c(=O)n(C)c(=O)n3C)c1
1,13,-6,0.4,117,-1,1,-0.3,1.1,Cn1ccnc1SCC(=O)c1ccc(Br)cc1
1.1,-3,3,-0.6,94,8,-9,0.2,1.1,CCOC(=O)N1CCN(c2c(N3CC=C(c4ccccc4)CC3)c(=O)c2=O)CC1
1,7,11,-1.2,91,-20,-8,-0.4,2.2*,COc1cc(CCC(=O)N2CCN(c3ccc(N4CCOCC4)nn3)CC2)cc(OC)c1OC
1,-15,-3,-0.1,72,1,-2,0.1,1.1,CC(C)NC(=O)Cn1c(SCC(=O)N2c3ccccc3CC2C)nc2ccccc21 (configuration not stated)
1,7,6,-1.0,88,-25,15,1.0,2.4*,COc1ccc(-c2cc(C(=O)Nc3cnn(Cc4ccccc4C)c3)no2)cc1OC
0.99,3,2,-0.6,89,3,-11,-0.5,1,C=CCn1c(SCC(=O)Nc2ccccc2OC)nnc1-c1ccco1
0.97,0,5,nt,101,4,nt,0.4,1.1,O=C(Nc1ccccc1Cl)c1cc(S(=O)(=O)N2CCCC(C(=O)O)C2)ccc1F (configuration not stated)
1,3,-3,-0.5,84,0,-14,-0.9,1.1,CCOC(=O)C(Cc1ccccc1)NC(=O)CNC(C)=O (configuration not stated)
1,8,-2,0.1,80,3,14,-0.8,1.1,COc1ccccc1NC(=O)Nc1ccnn1Cc1cccs1
0.98,8,7,-0.7,54,-16,1,0.4,1.2,N#CC1=C(SCC(=O)c2cc3ccccc3oc2=O)NC(=O)C(C#N)C12CCCC2 (configuration not stated)
1,-13,4,-0.2,79,-3,-16,0.2,1.1,Cc1noc(C)c1S(=O)(=O)N1CCCC(C(=O)Nc2cccnc2)C1 (configuration not stated)
0.98,-17,-26,-0.9,101,-3,-32,1.7,1,CN(C)S(=O)(=O)c1cccc(-c2nnc(SCc3ccc4c(c3)OCCO4)o2)c1
1,28,9,-0.9,79,8,-9,-0.1,1.1,CCCCCn1c(CN2CCCCC2C)nc2c1c(=O)n(C)c(=O)n2C (configuration not stated)
1.1,5,9,-0.9,105,3,-8,-1.0,1.1,Cc1onc(-c2ccccc2Cl)c1C(=O)N1CCCCC1C(=O)O (configuration not stated)

# Looked up above:
# HTR1E agonist result of COc1cc(CCC(=O)N2CCN(c3ccc(N4CCOCC4)nn3)CC2)cc(OC)c1OC stands at -0.4
# 5HT1E antag result of COc1ccc(-c2cc(C(=O)Nc3cnn(Cc4ccccc4C)c3)no2)cc1OC stands at 6

# Carrying on.
Abs 340nm,5HT1a antag,5HT1E antag,S1P3 agonist,HER2 expr 66K,MMP-13 inhibitor,S1P1 ag pot,HTR1E agonist,Autofluor 339,Compound
1,nt,17,-3.4,111,-4,-2,-0.2,1.1,Cc1cc(C)n(CC(=O)N2c3ccccc3Sc3ccccc32)n1
1,18,3,-0.5,83,-2,-12,0.9,1.1,C=CCN1CC(c2nc3ccccc3n2CCOc2ccccc2)CC1=O (configuration not stated)
1.1,-2,5,nt,117,-1,nt,0.7,1.1,CCCOc1nc2c(c(=O)n(C)c(=O)n2C)n1CCC
1,5,7,0.0,74,1,nt,-0.4,1.1,COc1ccc(C(=O)Oc2cccnc2)cc1OC
0.98,-1,-7,0.3,132,-5,-13,0.0,1.1,CCCC(=O)N(c1ccc(F)cc1)C1C=CS(=O)(=O)C1 (configuration not stated)
1.1,0,-4,-1.1,48,3,-19,1.8,1.1,COc1ccc(CN2CCN(c3ncccn3)CC2)c(OC)c1
0.98,-3,1,1.0,74,1,4,0.6,1,Cc1cc(=O)[nH]c(S/C=C/c2ccccc2)n1
1,-13,-1,1.0,112,-14,-9,0.2,1,Cc1cnc(NC(=O)CSc2nnc(COc3c(C)cccc3C)o2)s1
0.98,-4,10,-0.5,90,-2,3,-0.6,1.1,O=S(=O)(NCc1csc(-c2cccnc2)n1)c1ccc2c(c1)OCCO2
1,5,-8,-0.6,112,1,-6,-0.3,1,O=C(CCCc1ccccc1)NCCN1CCOCC1
1,-11,-2,0.0,101,5,-17,0.8,1.1,COc1ccccc1C1NC(=O)NC(C)=C1C(=O)OC1CCCCC1 (configuration not stated)
1,3,-7,0.1,68,-2,2,-0.2,1.1,O=C(CC(c1ccccc1)c1cc(Br)ccc1O)NCc1ccco1 (configuration not stated)
1,0,-7,-0.8,93,0,nt,-0.1,1.1,COC(=O)c1ccc(NC(=O)CSc2nnc(COc3ccccc3)n2C)cc1
1,-2,-2,nt,167,5,nt,0.4,1.1,O=C(NCC1CCCO1)NC1(C(F)(F)F)Oc2ccccc2O1 (configuration not stated)
1.1,-4,-6,-0.7,83,1,2,0.8,1.1,O=C(c1cc2ccccn2n1)N1CCCC1

Abs 340nm,5HT1a antag,5HT1E antag,S1P3 agonist,HER2 expr 66K,MMP-13 inhibitor,S1P1 ag pot,HTR1E agonist,Autofluor 339,Compound
1,-21,0,-0.6,23,-1,-4,-0.1,1.2,CCCn1c(SCC(=O)Nc2sc(C)c(C)c2C(=O)OCC)nc2c1c(=O)n(C)c(=O)n2C
1,nt,-8,-1.6,74,5,5,-0.7,1.1,CCC(=O)Nc1cccc(-c2nnc(SCC(=O)NCc3ccco3)n2C)c1
1,-14,5,-1.2,84,10,-15,0.3,1.1,O=C1c2ccccc2C(=O)N1CCc1nc2ccccc2c(=O)n1CCCn1ccnc1
0.99,-6,-8,0.0,103,1,-1,-0.8,1.1,Cc1cnc(C(=O)N2CCN(S(=O)(=O)c3ccc4ccccc4c3)CC2)cn1
1,-1,-6,0.1,92,-4,4,0.8,1.1,c1ccc(-n2cnnc2SCc2nc3ccccc3s2)cc1
1.1,7,-7,-1.3,110,4,-11,-0.3,1.1,CC1=C(C(N)=O)C(c2ccco2)C(C(N)=O)=C(C)N1
1.1,9,3,-0.7,61,-1,11,-0.7,3.8*,CC1CC(C)CN(S(=O)(=O)c2ccc(C(=O)Nc3nnc(-c4cccs4)o3)cc2)C1 (configuration not stated)
1,5,-4,-1.0,112,2,14,0.1,1,O=C1Nc2ccccc2C12OCCO2
1.1,-3,12,-0.9,97,-2,4,-1.1,1.1,Cc1cc(S(=O)(=O)Nc2ccccc2C(=O)O)ccc1Cl

# 12 structures out of the list, ordered by length of the SMILES, rising:
Abs 340nm,5HT1a antag,5HT1E antag,S1P3 agonist,HER2 expr 66K,MMP-13 inhibitor,S1P1 ag pot,HTR1E agonist,Autofluor 339,Compound
1,5,-4,-1.0,112,2,14,0.1,1,O=C1Nc2ccccc2C12OCCO2
1.1,-4,-6,-0.7,83,1,2,0.8,1.1,O=C(c1cc2ccccn2n1)N1CCCC1
1,5,-8,-0.6,112,1,-6,-0.3,1,O=C(CCCc1ccccc1)NCCN1CCOCC1
1,-1,-6,0.1,92,-4,4,0.8,1.1,c1ccc(-n2cnnc2SCc2nc3ccccc3s2)cc1
1.1,-3,12,-0.9,97,-2,4,-1.1,1.1,Cc1cc(S(=O)(=O)Nc2ccccc2C(=O)O)ccc1Cl
1,-2,-2,nt,167,5,nt,0.4,1.1,O=C(NCC1CCCO1)NC1(C(F)(F)F)Oc2ccccc2O1 (configuration not stated)
1.1,7,-7,-1.3,110,4,-11,-0.3,1.1,CC1=C(C(N)=O)C(c2ccco2)C(C(N)=O)=C(C)N1
1,-11,-2,0.0,101,5,-17,0.8,1.1,COc1ccccc1C1NC(=O)NC(C)=C1C(=O)OC1CCCCC1 (configuration not stated)
1,0,-7,-0.8,93,0,nt,-0.1,1.1,COC(=O)c1ccc(NC(=O)CSc2nnc(COc3ccccc3)n2C)cc1
0.99,-6,-8,0.0,103,1,-1,-0.8,1.1,Cc1cnc(C(=O)N2CCN(S(=O)(=O)c3ccc4ccccc4c3)CC2)cn1
1.1,9,3,-0.7,61,-1,11,-0.7,3.8*,CC1CC(C)CN(S(=O)(=O)c2ccc(C(=O)Nc3nnc(-c4cccs4)o3)cc2)C1 (configuration not stated)
1,-21,0,-0.6,23,-1,-4,-0.1,1.2,CCCn1c(SCC(=O)Nc2sc(C)c(C)c2C(=O)OCC)nc2c1c(=O)n(C)c(=O)n2C

# Screens: PubChem BioAssay, several laboratories
